RBX1-CUL1 inh: inhibitors of human ROC1-CUL1 ubiquitin ligase activity. in vitro K48 di-Ub FRET, acceptor:donor ratio, 45 min. 140,000 tested, 0.6% active. inhibition, % at 10 µM; in the data active means inhibition above about 25%
Target sequence (P62877 whole entry, looked up): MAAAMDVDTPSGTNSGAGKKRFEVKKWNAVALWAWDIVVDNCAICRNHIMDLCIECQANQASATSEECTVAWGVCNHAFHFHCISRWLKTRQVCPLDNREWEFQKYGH
Target sequence (Q13616 whole entry, looked up): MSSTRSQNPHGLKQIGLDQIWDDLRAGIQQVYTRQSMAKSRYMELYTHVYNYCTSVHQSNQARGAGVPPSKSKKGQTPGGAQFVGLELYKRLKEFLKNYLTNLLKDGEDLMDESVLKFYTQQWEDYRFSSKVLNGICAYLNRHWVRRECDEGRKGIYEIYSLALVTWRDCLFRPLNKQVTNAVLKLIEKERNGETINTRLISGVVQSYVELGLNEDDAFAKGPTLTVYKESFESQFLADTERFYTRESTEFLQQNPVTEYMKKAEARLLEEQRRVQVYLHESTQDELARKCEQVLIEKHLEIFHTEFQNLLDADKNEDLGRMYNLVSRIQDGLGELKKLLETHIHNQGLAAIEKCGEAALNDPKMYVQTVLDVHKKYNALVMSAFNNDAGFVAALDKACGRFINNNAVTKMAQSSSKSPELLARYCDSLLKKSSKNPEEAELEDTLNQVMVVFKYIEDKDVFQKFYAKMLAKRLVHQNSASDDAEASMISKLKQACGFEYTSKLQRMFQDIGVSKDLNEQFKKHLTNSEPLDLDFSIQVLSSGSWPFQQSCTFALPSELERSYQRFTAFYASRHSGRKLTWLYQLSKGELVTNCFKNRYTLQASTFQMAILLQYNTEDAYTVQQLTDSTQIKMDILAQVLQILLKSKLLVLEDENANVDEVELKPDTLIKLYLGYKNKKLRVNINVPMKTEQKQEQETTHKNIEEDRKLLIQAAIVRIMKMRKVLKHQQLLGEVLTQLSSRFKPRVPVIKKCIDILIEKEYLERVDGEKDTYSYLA
Starred values were filed as active, the others as inactive. This is a subset; count on the stated rates, not on these rows.

cpd	compound	RBX1-CUL1 inh
1	CCOC(=O)C1=C(c2ccccc2)N=c2s/c(=C\c3ccco3)c(=O)n2C1c1cccc(OC)c1 (stereo not given)	-14.7
2	CCC(C)c1ccc(NC(=O)c2cccnc2)c(O)c1 (stereo not given)	4.7
3	CC(C)(C)c1[nH]nc2c1C(c1cccs1)C(C#N)C(=N)O2 (stereo not given)	7.5
4	COc1ccc(-c2nc(CS(=O)(=O)CC(=O)NCCc3ccc(C)cc3)c(C)o2)cc1	0.3
5	C=CCOc1c(C(=O)CC)cc2c(C)cc(=O)oc2c1C	6.2
6	CCN(C(=O)CSc1nc(-c2ccc(C(C)C)cc2)no1)c1ccccc1	-1.5
7	Cc1ccc(-c2nc3ccccc3[nH]2)cc1NC(=O)c1cccc(OCCC(C)C)c1	-6.8
8	C(#CCN1CCOCC1)CC(c1ccccc1)c1ccccc1	-8.1
9	CC(NC(=O)CSc1nc2ccccc2c(=O)[nH]1)c1ccccc1 (stereo not given)	-7.5
10	CCOc1cc(C2C(C(=O)c3cc4ccccc4o3)C(=O)C(=O)N2c2nnc(SCc3ccccc3)s2)ccc1O (stereo not given)	65.4*
11	C=CCN1CCN(c2ccncc2S(N)(=O)=O)CC1	-9.1
12	O=C(NCCCN1CCN(c2ccccc2F)CC1)c1ccc2nc(CCc3ccccc3)oc2c1	-1.8
13	CCOC(=O)N1CCC(NC(=O)c2cnn(-c3cccc(C)c3)c2-n2cccc2)CC1	-3.5
14	CCOc1ccc(C2Oc3nc(SCC)nnc3-c3ccccc3N2C(C)=O)cc1OCC (stereo not given)	-8.8
15	COC(=O)c1ccc(Oc2coc3cc(OCC#N)ccc3c2=O)cc1	0.6
16	CC1(C)Cc2c(sc3c2c(=O)n(-c2ccccc2)c2nnc(SCc4ccc5c(c4)OCO5)n32)CO1	-0.4
17	COc1cc(OC)cc(C(=O)N2CCCC(c3nc(-c4cccnc4)ncc3-c3ccccc3F)C2)c1 (stereo not given)	4.6
18	COc1ccc(OC)c(/C=C2/C(=O)c3ccccc3OC2c2cc(OC)ccc2OC)c1 (stereo not given)	1.2
19	CCCC(C)NS(=O)(=O)c1ccccc1 (stereo not given)	-6.1
20	CCC(C)C(=O)Nc1ccccc1C(N)=O (stereo not given)	10.4
21	CCOC(=O)c1cc(=O)[nH]c2ccccc12	7.5
22	O=C(CSc1ncc2c(n1)-c1ccc(Cl)cc1N(Cc1ccccc1)S2(=O)=O)Nc1ccc(F)c(F)c1	-5.7
23	COc1ccc(CNC(=O)CSc2ncc3c(n2)-c2ccc(Cl)cc2N(Cc2ccc(F)cc2)S3(=O)=O)cc1OC	-9.1
24	CCOC(=O)c1c(NC(=O)CSc2nnc3ccccn23)sc(C(=O)OC)c1C	8.7
25	Oc1ccccc1-c1cc(-c2ccccc2)nc(N/N=C\c2ccccc2)n1	-2.1
26	Cc1sc(C)c(C2=CCCCC2)c1Br	-7.4
27	O=C(O)c1ccccc1-c1ccc(-c2cc(C(=O)O)c3c(ccc4ccccc43)n2)o1	24.2
28	CC(C)c1ccc(OCC(=O)NC(=S)Nc2ccc(F)cc2F)cc1	2.2
29	CC1CCCCN1C(=O)CSc1nnc(-c2cccs2)n1-c1ccccc1 (stereo not given)	-7.2
30	Fc1cnc(Nc2cc(C(F)(F)F)ccc2Cl)nc1Nc1cc(C(F)(F)F)ccc1Cl	-5.9
31	CC1=NN2C(=N)/C(=C/c3cn(CCOc4ccc(C)cc4C)c4ccccc34)C(=O)N=C2S1	9.1
32	CCOCCN1N=C(C)C(C)n2c1nc1c2c(=O)n(C)c(=O)n1C (stereo not given)	8.6
33	CC(C)c1ccc(NC(=O)c2ccccc2NC(=O)C2CCCCC2C(=O)O)cc1 (stereo not given)	0.4
34	C=CCn1c(SCC(=O)Nc2nc(C)c(C(=O)OCC)s2)nc2sc(C)c(C)c2c1=O	9.0
35	CCOc1ccc(NC(=O)CSc2ncc3c(n2)-c2cc(Cl)ccc2N(C)S3(=O)=O)cc1	-1.4
36	ClC1CCCCC1n1nc2ccccc2n1 (stereo not given)	-0.7
37	Cc1ccc(OCC(=O)Nc2ccc(O)cc2)cc1	5.4
38	COc1cccc(C(=O)Nc2nnc(CSc3ccc(C)cc3)s2)c1	1.6
39	CCOC(=O)c1c(-c2ccccc2Cl)csc1NC(=O)Cc1ccc(OC)c(OC)c1	8.8
40	COc1ccc(C(C)N(C)Cc2nc(-c3cc(C)c(OC)cc3C)oc2C)cc1 (stereo not given)	-11.5
41	CCc1ccc(-c2[nH]c3c(c2-c2sc(C)c(C(=O)OC)c2O)c(=O)n(C)c(=O)n3C)cc1	3.6
42	CCC(Oc1ccc2ccccc2c1Br)C(=O)N/N=C/c1cccc(Oc2ccccc2)c1 (stereo not given)	-0.8
43	O=S(=O)(Cc1ccc(F)cc1)Nc1ccc(Cl)cc1	-9.0
44	CN(Cc1cccnc1)C(=O)c1cc(Cn2ccc3ccccc32)[nH]n1	-6.5
45	CCOc1ccc(/C(CCCC/C(=N\O)c2ccc(OCC)cc2)=N/O)cc1	-4.7
46	O=C(NC1(C(F)(F)F)NC(=O)N(C2CCCCC2)C1=O)C1CCCCC1 (stereo not given)	3.4
47	Cc1cc(C)cc(NC(=O)CN(c2cccc(C)c2C)S(=O)(=O)c2ccccc2)c1	5.0
48	O=C(NC1CC1)C1CC(=O)N(c2cccc(C(F)(F)F)c2)C1 (stereo not given)	-7.4
49	COCC(=O)N1CCC(Oc2ccc(C(=O)NCCc3ccc(F)cc3)cc2)CC1	-0.9
50	O=C(Nc1ccc(Cl)cc1C(F)(F)F)c1ccco1	-5.4

(cont.)
cpd	compound	RBX1-CUL1 inh
51	Cc1ccc(C)n1-c1ccc(S(N)(=O)=O)cc1	8.9
52	Cc1cc(-c2ccccc2)c2c(n1)CC(C)(C)C/C2=N\O	8.4
53	CC(C)[C@@H]1CC[C@@H](C)C[C@@H]1OC(=O)C(O)C(O)C(=O)O[C@H]1C[C@H](C)CC[C@H]1C(C)C (stereo not given in full)	-9.1
54	CCN1CCN(c2cc3c(cc2F)c(=O)c(S(=O)(=O)c2ccccc2)cn3C)CC1	7.0
55	CC(C)C(=O)Nc1ccccc1OCc1cc(=O)n2ccccc2n1	5.3
56	CCc1sc(C(=O)N2CC(C)OC(C)C2)cc1Br (stereo not given)	-2.4
57	CC1=NN(C)c2nc3c(c(=O)n(CCC(C)C)c(=O)n3C)n2C1C (stereo not given)	-8.1
58	CCN1C(=O)c2cccc3c(S(=O)(=O)Nc4ccncc4)ccc1c23	6.7
59	CCOC(=O)c1c(C)sc(/C=N/NC(N)=S)c1NC(=O)c1ccc(Cl)cc1	0.1
60	COc1cc(OC)cc(C(=O)NC(C)C2CCCO2)c1 (stereo not given)	-4.6
61	Cc1ccc(N=Cc2c(C)[nH]c3ccccc23)cc1[N+](=O)[O-]	3.1
62	O=C(CSc1nnc(-c2ccc([N+](=O)[O-])cc2)n1-c1ccccc1)Nc1ccccc1[N+](=O)[O-]	2.1
63	COC(C(=O)NCc1c(C)ncc2c1CCN(C(=O)c1ccc3c(c1)OCO3)C2)c1ccccc1 (stereo not given)	-5.1
64	CC(=O)c1cccc(NC(=O)C(C)n2c(=O)cc(C)c3c(C)nn(-c4ccccc4)c32)c1 (stereo not given)	-7.6
65	CN1C(=O)C2C(=NC(=O)CC2c2cc(Br)ccc2F)N(C)C1=O (stereo not given)	-9.3
66	O=C1c2ccccc2CSc2ccccc21	-1.6
67	Cn1nc(-c2ccccc2)c2c(=O)[nH]ncc21	2.5
68	NC(=O)c1ccccc1Nc1cccc(Cl)c1	6.6
69	CC1CS/C(=C(/C(=O)/C=C/c2ccc3c(c2)OCO3)C(=O)c2ccccc2)S1 (stereo not given)	-5.7
70	Cc1nn2c(-c3ccco3)ccnc2c1-c1ccc(Br)cc1	2.5
71	Cc1ccc(CSc2ncc(Cl)c(C(=O)NCc3ccccc3)n2)cc1	5.6
72	c1ccc2c(c1)nnn2-c1ccncc1	-5.0
73	CC(O)CCCN1CCN(C2Cc3ccccc3Sc3ccc(Cl)cc32)CC1 (stereo not given)	0.6
74	CC(=O)N1c2ccccc2C(=O)C1N1CCN(c2ccccc2)CC1 (stereo not given)	-8.6
75	O=C(CSc1ncc2c(n1)-c1cc(Cl)ccc1N(Cc1ccccc1F)S2(=O)=O)Nc1cccc(C(F)(F)F)c1	-3.8

Six successive records from above:
cpd	compound	RBX1-CUL1 inh
70	Cc1nn2c(-c3ccco3)ccnc2c1-c1ccc(Br)cc1	2.5
71	Cc1ccc(CSc2ncc(Cl)c(C(=O)NCc3ccccc3)n2)cc1	5.6
72	c1ccc2c(c1)nnn2-c1ccncc1	-5.0
73	CC(O)CCCN1CCN(C2Cc3ccccc3Sc3ccc(Cl)cc32)CC1 (stereo not given)	0.6
74	CC(=O)N1c2ccccc2C(=O)C1N1CCN(c2ccccc2)CC1 (stereo not given)	-8.6
75	O=C(CSc1ncc2c(n1)-c1cc(Cl)ccc1N(Cc1ccccc1F)S2(=O)=O)Nc1cccc(C(F)(F)F)c1	-3.8

(further entries)
cpd	compound	RBX1-CUL1 inh
76	CC(C)CN(c1ccccc1)S(=O)(=O)c1nnc(NC(=O)C2CCCCC2)s1	-3.7
77	CCOc1ccc([N+](=O)[O-])c(N)c1	-3.2
78	Cc1cccc(NC(=O)COc2ccc(C3C4=C(CCCC4=O)OC4=C3C(=O)CCC4)cc2Cl)c1	-6.1
79	Cn1c(Oc2cccnc2Cl)cc(=O)n(C)c1=O	2.2
80	C=C(C)Cn1c(=O)c2c(nc3n2CC(C)=NN3CCOC)n(C)c1=O	2.3
81	N#Cc1cccc(NC(=O)C2CCN(S(=O)(=O)c3ccc4[nH]c(=O)ccc4c3)CC2)c1	7.2
82	COc1cccc(NC(=O)C2CCN(c3nc4ccccc4nc3C(F)(F)F)CC2)c1	4.1
83	CC(=O)NCCC(=O)NCc1cccnc1N1CCCCCCC1	-3.6
84	Cc1ccc(N=c2ssc3c2-c2cc(Cl)ccc2NC3(C)C)cc1	1.3
85	COC(=O)C1=C(C)N(CCc2ccccc2)C(=O)/C1=C\c1ccco1	-2.2
86	COc1ccc(CNC(=O)CSc2nc3ccccc3nc2Cc2ccccc2)cc1	0.9
87	COCC(=O)Nc1cc(C(=O)NCCCOC(C)C)c2c(c1)ncn2Cc1ccc(F)cc1	-0.3
88	CCOc1cc(C(Nc2ccccn2)c2ccc3cccnc3c2O)ccc1OC (stereo not given)	-2.2
89	CCN(CC)C(=O)c1c(NC(=O)c2ccco2)sc2c1CCC(C(C)(C)C)C2 (stereo not given)	14.0
90	COc1ccc(-c2nc(C)c(CCNC(=O)c3ccc(C(F)(F)F)cc3)s2)cc1OC	-1.2
91	O=[N+]([O-])c1ccc2snc(Cl)c2c1	1.3
92	Cc1c(C(=O)Nc2ccc(N3CCOCC3)cc2)nnn1-c1ccccc1	-12.0
93	Cc1cccc(C)c1N=C1C(=O)Nc2ccccc21	-0.4
94	O=C(Nc1ccc(Cl)cc1)C1CCN(c2nc3ccccc3nc2C(F)(F)F)CC1	-3.8
95	NC(=O)CNc1ccccc1/C=N/O	2.4
96	COC(=O)CCNC(=O)CC(c1ccccc1)c1ccccc1F (stereo not given)	-3.4
97	CCc1noc(C)c1C(=O)N1CCC(CCC(=O)N(C)Cc2ccccc2)CC1	5.7
98	COc1ccc(/C=C2\SC(=Nc3ccc(F)cc3)N(c3ccc(F)cc3)C2=O)cc1OC	1.1
99	CN1CCN(C(=O)c2cc3c(s2)CCCC3)CC1	-5.1
100	O=C(CC1CCc2ccccc21)N1CCC(c2cc(=O)[nH]cn2)CC1 (stereo not given)	8.9

A draw from above in order of formula weight, smallest number first.
cpd	compound	RBX1-CUL1 inh
97	CCc1noc(C)c1C(=O)N1CCC(CCC(=O)N(C)Cc2ccccc2)CC1	5.7
7	Cc1ccc(-c2nc3ccccc3[nH]2)cc1NC(=O)c1cccc(OCCC(C)C)c1	-6.8
10	CCOc1cc(C2C(C(=O)c3cc4ccccc4o3)C(=O)C(=O)N2c2nnc(SCc3ccccc3)s2)ccc1O (stereo not given)	65.4*

Remaining list, next part
cpd	compound	RBX1-CUL1 inh
101	Oc1ccc(Nc2nc3ccccc3n3cnnc23)cc1	-1.3
102	COc1cc(OC)nc(Oc2ccccc2C(=O)Oc2ccccc2Cl)n1	2.2
103	CCOC(=O)c1cc(Oc2ncnc3scc(-c4ccccc4)c23)cc(C(=O)OCC)c1	-8.5
104	Cc1ccc(N2C(=O)NC(NS(=O)(=O)c3ccccc3)(C(F)(F)F)C2=O)cc1C (stereo not given)	-2.9
105	CCC(=O)N1CCc2cc(Br)cc(S(=O)(=O)N3CCC(C(=O)Nc4ccccc4F)CC3)c21	5.3
106	Cc1ccc(CCNC(=O)c2ccc3[nH]c(C)c(C)c3c2)cc1	1.1
107	COc1ccccc1-c1ccnc(-n2ncc(C(=O)NCC(C)(C)CN(C)C)c2C)n1	-1.2
108	O=C(Nc1ccc(-c2noc(-c3ccccc3Br)n2)cc1)c1ccccn1	4.5
109	Cc1ccnc(NC(=O)CCn2cc(Br)cn2)c1	4.9
110	CC(C)Oc1ccc(CNC(=O)c2cnc3sc(N4CCCCC4)nn3c2=O)cc1	3.2
111	OCCc1cn(C2CCN(CCc3ccccc3)CC2)nn1	7.5
112	CCOc1cc(/C=c2\sc3n(c2=O)C(c2ccc(C)c(OC)c2)C(C(=O)Nc2ccccc2)=C(C)N=3)ccc1OCC(=O)O (stereo not given)	4.2
113	N/C(=N\OC(=O)C(F)(F)F)c1ccncc1	10.4
114	CC(C)c1nc2cc(C(=O)N(CC3CC3)CC3CCCO3)ccc2o1 (stereo not given)	2.4
115	COc1ccc(/C=C/CN2CCC(n3cc(CO)nn3)CC2)cc1	-2.7
116	COCC(=O)NCc1cccnc1-n1cnc2ccccc21	-3.5
117	CCOC(=O)c1c(Oc2ccc(C(C)=O)cc2)nnc(-c2ccccc2)c1-c1ccccc1	-0.4
118	O=C(Nn1nnc2ccccc2c1=O)c1ccccc1	0.1
119	CC(=O)CC1=C(C)CC2C3C=CC4=CC(=O)CCC4(C)C3CCC12C (stereo not given)	-1.5
120	OC(COC12CC3CC(CC(C3)C1)C2)CN1CCc2ccccc2C1 (stereo not given)	-2.6
121	COc1ccc(-n2c(C)cc(CC3=NC(=O)N(Cc4ccccc4)C3=O)c2C)cc1	-0.5
122	COc1ccccc1Nc1nn2c(=O)c3ccc(C(=O)N4CCCC(C)C4)cc3nc2s1 (stereo not given)	-13.3

Source: PubChem BioAssay (Icahn School of Medicine at Mount Sinai)
